Granule exo inh: blocks lytic granule exocytosis; TALL-104 LAMP-1 surface exposure, flow cytometry; cells stimulated with thapsigargin and PMA; inhibition, % at 10 µM; actives 0.66% (n = 360,000); AID 651702;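 active means inhibition above about 55%, limit read from the data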
Vif inh: inhibitors of HIV Vif; actives 0.35% (n = 340,000); HEK293T cells, Vif self-association by quenched fluorescence, imaging, 24 h; inhibition, % at 7.49 µM; AID 602346; in the data active means inhibition above about 50%, passing the limit was not always enough; further: some results filed as inactive read as strong as hits
PDI turbidity: inhibitors of human protein disulfide isomerase | P07237 | PDI insulin aggregation turbidity, A650, 90 min | inhibition, % at 10 µM | actives 0.052% (n = 350,000) | AID 588391;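 active means mean inhibition across replicates of 30% or more, whatever share of single replicates reach that level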;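 further: absorbance from insulin aggregation driven by PDI reduction with DTT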
aDG glyco act: increases alpha dystroglycan glycosylation | Pro5-aDG cells, alpha-DG glycosylation AlphaScreen (IIH6); 0% Pro5, 100% B10-LARGE cell signal | activation, % at 10 µM | actives 0.22% (n = 360,000) | AID 624168;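 active means activation of at least 8% versus controls, or a plate z-score of at least 8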;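 further: Pro5 are CHO cells carrying HIG-tagged alpha-DG that lacks glycosylation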
CaV13 ICDI inh: Disruptors of the CACNA1D IQ motif to Ca2+-dependent inactivation inhibitor domain association, primary screening, Förster resonance energy transfer in intact living …; HEK cells, CFP/YFP FRET ICDI-IQ, plate reader, 10 min; percent FRET-ratio fall versus neutral wells; inhibition, % at 12.3 µM; actives 0.098% (n = 340,000);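 active means mean replicate inhibition of at least 30% and at least 1% of replicates passing that level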;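 further: 0% = median of the neutral control wells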
ABCB6 inh MLPCN: inhibitors of human ABC transporter ABCB6. Q9NP58. K562-ABCB6 porphyrin accumulation, flow cytometry, 1 h; active compounds read low. fluorescence ratio to DMSO, % at 10 µM. actives 0.19% (n = 360,000);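 active means fluorescence ratio to DMSO below 75%, the collection mean minus 3 SD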;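 further: signal is porphyrin accumulated inside mitochondria; 100% equals median channel fluorescence of DMSO control wells; lower ratio means ABCB6 inhibition with less porphyrin fluorescence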
Target sequence (Q9NP58 whole entry, looked up): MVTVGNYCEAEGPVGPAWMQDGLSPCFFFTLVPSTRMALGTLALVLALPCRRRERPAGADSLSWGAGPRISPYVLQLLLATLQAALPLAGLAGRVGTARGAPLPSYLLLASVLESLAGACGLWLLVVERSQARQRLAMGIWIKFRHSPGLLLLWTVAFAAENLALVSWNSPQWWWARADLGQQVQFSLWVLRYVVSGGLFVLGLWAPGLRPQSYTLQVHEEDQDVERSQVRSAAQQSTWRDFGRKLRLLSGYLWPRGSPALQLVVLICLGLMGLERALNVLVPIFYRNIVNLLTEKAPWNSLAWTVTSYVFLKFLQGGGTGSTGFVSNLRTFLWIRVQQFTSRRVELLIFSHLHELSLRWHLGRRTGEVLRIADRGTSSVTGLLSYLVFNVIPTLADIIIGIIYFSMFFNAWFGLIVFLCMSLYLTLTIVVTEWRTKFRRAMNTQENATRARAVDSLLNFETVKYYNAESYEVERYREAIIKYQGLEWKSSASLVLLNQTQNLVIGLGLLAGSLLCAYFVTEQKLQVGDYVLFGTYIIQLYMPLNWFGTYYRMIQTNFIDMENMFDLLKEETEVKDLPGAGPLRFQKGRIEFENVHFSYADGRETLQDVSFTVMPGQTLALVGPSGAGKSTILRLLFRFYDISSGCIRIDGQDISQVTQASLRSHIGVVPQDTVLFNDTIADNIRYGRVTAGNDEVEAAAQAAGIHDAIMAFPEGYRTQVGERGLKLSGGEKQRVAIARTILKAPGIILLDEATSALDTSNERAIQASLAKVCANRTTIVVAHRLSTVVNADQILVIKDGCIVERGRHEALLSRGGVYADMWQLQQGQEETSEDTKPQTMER
m5-HT2A agonist: mouse HTR2A agonism via beta-arrestin recruitment | P35363 | CHO-K1 mHTR2A beta-arrestin complementation, luminescence; percent of 30 µM serotonin response | activation, % at 7.6 µM | actives 0.66% (n = 360,000);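 active means activation above a run cutoff, the mean activation of all tested compounds plus 3 SD, cut at about 14% in these data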;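 further: 0% = plate median of compound wells and 100% = 30 µM serotonin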
H9c2 protect: myocardial damage modulation in H9c2 cells; AID 588492; actives 0.63% (n = 360,000); protection from H2O2 cell death, % at 20 µM; H9c2 cardiomyocytes, H2O2 injury protection, ATPLite, 2 h;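 active means compounds giving at least 50% protection of heart cells from peroxide-induced death in the single-dose screen, raw or plate-pattern-corrected value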;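 further: 0% = DMSO wells with peroxide and 100% = DMSO wells without peroxide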
hiPSC survival: increases survival of single human iPS cells; hiPSC single-cell survival, ATPlite luminescence; 100% = ROCK inhibitor wells, 0% = DMSO; survival enhancement, % at 20 µM; actives 0.044% (n = 360,000); AID 602274; in the data active means survival enhancement above about 18%;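 further: cells exposed to compounds for 16 hours before the ATP read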
N-glyco inh: blocks N-linked glycosylation in D54 reporter cells; D54 ERlucT glycosylation luciferase reporter, 24 h; percent of 100 nM tunicamycin response; reporter increase, % at 12.5 µM; actives 0.23% (n = 360,000);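 active means mean luciferase reporter signal, scaled so untreated is 0 and the glycosylation-blocking control 100, at or above a set limit in every replicate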;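 further: luciferase carries N-glycosylation sites so blocking glycosylation raises the light; 0% = median of neutral control wells and 100% = median of 100 nM tunicamycin wells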
An asterisk follows results filed as active; x = not tested or not shown.

Values run as follows: Granule exo inh | Vif inh | PDI turbidity | aDG glyco act | CaV13 ICDI inh | ABCB6 inh MLPCN | m5-HT2A agonist | H9c2 protect | hiPSC survival | N-glyco inh
CCN(CC(=O)Nc1ccc2c(c1)OCCO2)CC(=O)Nc1cc(C)on1
 : -1 | 8 | -2 | 0.3 | -6 | 89 | 4 | 7 | -0.3 | 1
CN1CCC(N(C)C(=O)c2ccccc2Nc2ccc(SC(F)F)cc2)CC1
 : -4 | 21 | 5 | 0.0 | -4 | 101 | -5 | 7 | -2.7 | -2
C=CCn1c(N2CCN(c3ccc(OC)cc3)CC2)nc2c1c(=O)[nH]c(=O)n2C
 : -3 | 9 | -1 | -0.3 | 5 | 99 | 6 | -3 | -0.1 | 2
COc1ccc2[nH]c3c(c2c1)CCN1C(=O)N([C@@H](C)C(=O)NCc2c(F)cccc2Cl)C(=O)[C@]31C
 : -4 | -13 | x | -0.1 | x | 95 | 9 | -2 | -0.7 | -3
CCCCN1CC(COCc2ccccc2)Oc2cc(Br)ccc2S1(=O)=O (centres undefined)
 : 2 | x | 5 | 0.0 | -4 | 94 | 0 | -22 | 0.9 | -7
COc1cccc(N(CC(=O)N2CCN(Cc3ccccc3)CC2)S(C)(=O)=O)c1
 : 5 | -4 | 3 | -0.3 | -5 | 92 | -6 | -4 | 0.1 | -1
CC(=O)Nc1cccc(NC(=O)c2ccccc2OCc2c(C)noc2C)c1
 : -1 | 5 | 0 | -0.3 | -6 | 94 | -5 | 10 | -0.2 | 0
CCCn1ccc(O)c(Cc2ccc(Cl)cc2)c1=O
 : -3 | 2 | -1 | 0.0 | 0 | 93 | 5 | 1 | 2.4 | 1
COc1ccc(C(=O)NCC(C)(c2ccccc2)c2ccccc2)cc1S(=O)(=O)N1CCOCC1
 : 0 | -6 | -5 | 0.0 | -16 | 91 | -11 | 6 | 0.7 | -4
CCc1ccc(NC(=O)Nc2ccc3c(c2)N(C)C(=O)CS3)cc1
 : -1 | -11 | -4 | 0.3 | -5 | 101 | 3 | -5 | 0.3 | -6
COc1ccc(OC)c(Cc2nnc(CCC(=O)N3CCC(N4CCCCC4)CC3)o2)c1
 : 1 | 8 | 13 | 0.2 | -1 | 101 | 2 | 1 | -1.1 | -3
Cc1ccc(C)c(NS(=O)(=O)c2ccc(OCC(=O)NCC3CCCO3)cc2)c1 (centres undefined)
 : -4 | 3 | -1 | -0.5 | 4 | 106 | -5 | 5 | -0.2 | -2
CC(C)(C)OC(=O)N1CCC(c2cc(=O)n3[nH]cc(C(=O)Nc4ccc(F)c(Cl)c4)c3n2)CC1
 : 4 | -3 | -7 | -0.2 | -6 | 96 | -5 | 10 | -0.4 | -2
Cc1ccc(CONC(=O)c2ccccc2)cc1
 : -6 | 5 | -1 | 0.0 | 0 | 95 | -3 | -7 | -0.4 | 2
Cc1cc(C(=O)Nc2ccncc2)c(C)o1
 : -6 | -1 | -1 | 0.4 | -5 | 95 | 11 | -4 | -0.3 | 3

Values run as follows: Granule exo inh | Vif inh | PDI turbidity | aDG glyco act | CaV13 ICDI inh | ABCB6 inh MLPCN | m5-HT2A agonist | H9c2 protect | hiPSC survival | N-glyco inh
CC(C)Cn1c(-c2cc(Br)ccc2F)nc2c1c(=O)[nH]c(=O)n2CC(C)C
 : -7 | 0 | -5 | 0.0 | -2 | 98 | 8 | 2 | -0.3 | -3
CCc1nc2c(OCc3ccc(F)c(F)c3)cccn2c1N(C)C(=O)CC(C)C
 : -4 | -1 | -3 | -0.1 | -6 | 99 | -5 | -9 | 2.5 | -1
CCOc1ccccc1NC(=O)COc1coc(CN2CCCc3ccccc32)cc1=O
 : 2 | -3 | -1 | 0.3 | -1 | 102 | -10 | 1 | -0.5 | 0
CCCCCCCNC(=O)CN1N=C(c2ccc(C)cc2)CCC1=O
 : -9 | 6 | 3 | 0.2 | -6 | 98 | -8 | -4 | -0.5 | 3
CCOc1ccc(C(=O)OC(C)C(=O)N2CCN(Cc3ccccc3)CC2)cc1 (centres undefined)
 : 5 | -8 | 4 | 0.2 | -6 | 103 | -4 | 2 | 2.8 | -1
Cc1cccc(CC(=O)NCCn2c(C)cc3ccccc32)c1
 : -4 | -12 | x | 0.0 | 27 | 103 | -4 | -2 | 3.8 | -1
c1ccc(-c2ccc(-c3ccccn3)s2)nc1
 : 4 | -4 | 2 | -0.1 | -17 | 93 | -1 | -12 | 0.0 | -8
CSc1nc(N)nc(SCC(=O)Nc2cccc(F)c2)c1C#N
 : -4 | 7 | -2 | 0.9 | -5 | 94 | -3 | -18 | -0.5 | -4
CCOC(=O)CNC(=O)c1cn(C)c(=O)c2cc(OC)c(OC)cc12
 : -2 | -8 | 0 | -0.1 | -4 | 101 | -2 | 3 | 5.4 | 1
CC(=O)c1c(C)[nH]c(C(=O)OCc2cc(=O)n3cc(Br)ccc3n2)c1C
 : -6 | 3 | -2 | 0.1 | -16 | 93 | 9 | -1 | -0.2 | -3
COc1cc2c(cc1OC)CN(Cc1cc(=O)oc3cc(C)c(C)cc13)CC2
 : 0 | -15 | -7 | 0.2 | -2 | 100 | 1 | 0 | 1.2 | 0
N#C/C(=C\c1cccn1-c1ccccc1)C(=O)NC1CCCCC1
 : 1 | -4 | 5 | -0.2 | -14 | 98 | -4 | -7 | 2.9 | 18
O=C(Nc1cccc(S(=O)(=O)N2CCOCC2)c1)c1cc(=O)[nH]c2ccccc12
 : -2 | 9 | 5 | -0.4 | -5 | 91 | -3 | 5 | -0.5 | 2
O=c1c2oc3ccccc3c2ncn1Cc1ccc(F)cc1
 : -3 | -6 | -3 | -0.5 | 0 | 102 | -3 | 1 | -0.4 | 3
O=C(CC(=O)NCCc1ccccc1)NCCc1ccccc1
 : -18 | -4 | -2 | 0.0 | -3 | 94 | -1 | -1 | -0.5 | 1

Values run as follows: Granule exo inh | Vif inh | PDI turbidity | aDG glyco act | CaV13 ICDI inh | ABCB6 inh MLPCN | m5-HT2A agonist | H9c2 protect | hiPSC survival | N-glyco inh
CCOC(=O)CSc1nc(C)cc(=O)[nH]1
 : -2 | 10 | 2 | -0.1 | -4 | 96 | 8 | -3 | -2.5 | 1
COc1ccccc1CNC(=O)COC(=O)c1ccc(C)s1
 : -2 | -3 | 0 | 0.0 | -3 | 97 | -5 | -3 | 0.3 | 2
CCOC(=O)C1(Cc2cccc(F)c2)CCN(C2CCOCC2)CC1
 : 2 | 5 | 8 | -0.2 | -1 | 108 | -1 | 2 | 0.1 | 2
COc1ccccc1NS(=O)(=O)c1cccc(NC(=O)Nc2ccccc2)c1
 : 13 | -1 | -8 | 0.9 | -3 | 96 | 0 | -10 | -1.2 | -4
NC(=O)[C@H]1CC2(CC(c3cccc(NC(=O)COc4ccc(Cl)cc4)c3)=NO2)CN1C(=O)Cc1ccc([N+](=O)[O-])cc1 (some centres undefined)
 : -3 | -34 | 22 | 0.1 | -10 | 94 | -2 | -7 | -3.7 | 7
CC(=O)NC1=NC(=O)CS1
 : -1 | 4 | 1 | 0.1 | -10 | 101 | 0 | 1 | 5.2 | -1
Cc1cc2cc(CN(CC3CCCO3)C(=S)Nc3ccccc3)c(=O)[nH]c2cc1C (centres undefined)
 : -2 | -15 | -3 | 0.2 | -6 | 106 | 0 | 8 | 0.2 | 11
COc1ccc(C(=O)Nc2nc(CC(=O)NCc3ccc(F)cc3)cs2)cc1
 : -2 | -3 | -4 | 0.2 | x | 102 | 4 | -3 | -0.3 | -3
CC1Oc2ccccc2C=C1/C=N/NC(=O)c1ccccc1O (centres undefined)
 : -5 | 2 | 6 | 0.0 | -4 | 95 | 0 | -22 | -2.1 | 2
CN(C)CCCNc1nc(N)c([N+](=O)[O-])c(NCc2ccccc2)n1
 : 4 | 0 | -4 | -0.1 | -14 | 100 | -10 | 21 | -0.9 | -3
O=C(CCc1ccccc1)N[C@@H]1c2ccccc2CC[C@H]1OCc1ccccc1
 : -1 | -1 | -11 | -0.1 | -7 | 100 | -5 | 9 | -0.9 | -2
O=C(COC(=O)/C=C/c1ccc2c(c1)OCO2)NCc1ccc(F)cc1
 : -2 | -6 | 2 | -0.3 | -6 | 96 | -2 | -4 | -3.7 | 5
CC(NC(=O)Cn1cccc1C(=O)c1ccccc1)c1ccccc1 (centres undefined)
 : -1 | -5 | -4 | -0.1 | -2 | 99 | -1 | 0 | -0.4 | -1
CCCc1nnc(NC(=O)Nc2ccccc2OC)s1
 : -1 | -1 | 5 | -0.2 | -14 | 100 | 0 | 10 | -0.8 | 6
COc1ccc(Cl)cc1NC(=O)c1cccnc1
 : 1 | 16 | -4 | -0.1 | -8 | 99 | 2 | 1 | 3.6 | -1

Values run as follows: Granule exo inh | Vif inh | PDI turbidity | aDG glyco act | CaV13 ICDI inh | ABCB6 inh MLPCN | m5-HT2A agonist | H9c2 protect | hiPSC survival | N-glyco inh
CCN(CC(=O)NCc1cccs1)C(=O)CCC(=O)c1ccc(C)cc1
 : -1 | 4 | 7 | 0.1 | -13 | 96 | -1 | -6 | 0.3 | 3
O=C(Nc1cccc(O)c1)C1CC(c2cccc(Br)c2)=NO1 (centres undefined)
 : 2 | 7 | 4 | 0.0 | -1 | 98 | -8 | -8 | 0.8 | 2
CC(=O)c1sc(NC(=O)c2ccc(F)c(S(=O)(=O)N3CCOCC3)c2)nc1C
 : -4 | 0 | -7 | -0.2 | -8 | 83 | 6 | 4 | -0.1 | 0
O=C(CSc1ccccc1Cl)N1CCC(c2nc3ccccc3s2)CC1
 : 0 | -8 | -2 | 0.3 | x | 100 | -1 | -20 | -0.9 | -1
COc1ccc(C(=O)NC2CC2)cc1OC1CCN(Cc2ccc(F)cc2Cl)CC1
 : 33 | -18 | -7 | -0.2 | -3 | 96 | -9 | -5 | -0.6 | -4
COCCN(C(=O)COC(=O)c1ccc(C)o1)c1c(N)n(Cc2ccccc2)c(=O)[nH]c1=O
 : -1 | 8 | 11 | -0.1 | -7 | 87 | 4 | -2 | 0.2 | 3
Cc1ccc(C)c2c1cc(C)c1nnc(SCC(=O)Nc3nc4c(s3)CCCC4)n12
 : -1 | 1 | 7 | 0.5 | -3 | 105 | 6 | 8 | -0.5 | 3
CCC(=O)N1CCc2cc(OC)c(OC)cc2C1COc1ccc(C(=O)OC)cc1 (centres undefined)
 : 31 | -6 | 5 | 1.0 | -6 | 97 | -3 | 15 | -1.1 | 0
CC1CCCCN1CCCNC(=O)c1cc(Br)c(Br)[nH]1 (centres undefined)
 : 0 | 3 | -2 | -0.1 | -4 | 100 | -4 | -6 | -0.4 | 4
Cc1ccc(S(=O)(=O)N2CCC(C(=O)O)CC2)cc1
 : -2 | 0 | 11 | 0.0 | -7 | 100 | 4 | -2 | 1.8 | 2
Cc1ccc(S(=O)(=O)/N=C(/c2ccccc2)N2CCOCC2)c(C)c1
 : 1 | -7 | 4 | 0.3 | -3 | 102 | 0 | -5 | 0.1 | 1
NC(=O)CC(NC(=O)Cc1cccc2ccccc12)c1ccc(NCc2ccccn2)c([N+](=O)[O-])c1 (centres undefined)
 : -3 | x | -1 | -0.4 | 4 | 99 | -6 | 2 | 3.0 | 0
COc1ccc(N(C)S(=O)(=O)c2cccc(C(=O)Nc3nnc(C4CC4)s3)c2)cc1
 : -2 | -2 | 4 | 0.2 | 1 | 97 | 0 | 10 | -0.7 | 0

From PubChem BioAssay
